# Screens (PubChem BioAssay)
# RORgamma inh: inhibitors of mouse ROR gamma transcriptional activity; P51450; Drosophila S2 Gal4-RORgamma UAS-luciferase reporter, 20 h; Potency, µM (series often up to 53.6 µM), for the others: at the top dose activity change, negative = inhibition, usual class: inhibitors; 310,000 compounds, 5.4% hits; note: potency is the fitted concentration of half-maximal effect; % is set by controls: 0 for no effect and ±100 for the full control effect; nearly all actives have a fitted effect of over 60% in size
# Target sequence (P51450 whole entry, looked up, the tested form may be a part): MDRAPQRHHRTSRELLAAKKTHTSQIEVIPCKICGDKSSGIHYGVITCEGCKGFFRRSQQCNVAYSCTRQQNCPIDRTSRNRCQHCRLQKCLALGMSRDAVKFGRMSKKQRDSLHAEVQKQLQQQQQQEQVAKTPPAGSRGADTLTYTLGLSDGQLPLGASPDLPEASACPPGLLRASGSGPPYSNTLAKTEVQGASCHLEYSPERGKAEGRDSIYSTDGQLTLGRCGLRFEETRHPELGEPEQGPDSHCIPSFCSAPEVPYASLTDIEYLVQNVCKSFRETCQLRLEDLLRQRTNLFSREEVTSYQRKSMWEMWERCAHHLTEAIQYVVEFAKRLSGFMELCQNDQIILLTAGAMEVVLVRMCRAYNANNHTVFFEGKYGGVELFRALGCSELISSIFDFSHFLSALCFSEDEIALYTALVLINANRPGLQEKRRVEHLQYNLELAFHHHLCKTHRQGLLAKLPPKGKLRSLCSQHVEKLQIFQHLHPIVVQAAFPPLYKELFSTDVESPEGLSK
#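 Drosophila S2 cells stably expressing Gal4-DBD/mouse RORγ fusion under metallothionein promoter plus UAS-luciferase; compound 1 h, then 700 uM CuSO4 induction for 20 h at ambient temperature; inhibition read as reduced luminescence.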
# MBNL1 CUG block: MBNL1-poly(CUG) RNA binding inhibition; Q9NR56; TR-FRET MBNL1-His/biotin-(CUG)12 binding, 665/545 ratio; Potency, µM (top dose mostly 57.5 µM), without a hit: at the top dose activity change, negative = inhibition, actives largely listed as inhibitors; 280,000 compounds, 0.036% hits; AID 2675; active = well fitted inhibition curve with a large enough effect in the signal ratio, with a control signal flat, not every such curve was filed as active; inconclusive = small, poorly fitted or top-dose-only effect, or effect the other way, or a change in a side signal; inactive = no such curve, though single readings can be large or run the other way; the % refers to the signal ratio; note: potency is the fitted concentration of half-maximal effect; % is set by controls: 0 for no effect and ±100 for the full control effect
#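 TR-FRET between His-tagged MBNL1 and biotin-(CUG)12 RNA, detected with Tb anti-His antibody (0.055 ng/ul) and streptavidin-XL665 (5 nM), 60 min at room temperature. Compounds titrated 92 nM to 58 uM; 665/545 nm ratio normalized to buffer and complex controls.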
# Menin MLL FP TR: displaces Texas Red mutant MLL peptide from human menin. Potency, µM (top dose mostly 61.6 µM), inactives show at the highest dose FP activity change, negative = inhibition, actives largely listed as inhibitors. Menin + Texas Red MLL mutant peptide, fluorescence polarization. 270,000 compounds, 0.23% hits. AID 1768; active = well fitted inhibition curve with a large enough effect in the polarisation, with a control signal flat, not every such curve was filed as active; inconclusive = small, poorly fitted or top-dose-only effect, or effect the other way, or a change in a side signal; inactive = no such curve, though single readings can be large or run the other way; the % refers to the polarisation; note: potency is the fitted concentration of half-maximal effect; % of control where 0% means no effect; many of its hits are not listed in these tables
# ELG1 DNA repair: blocks ELG1-dependent DNA repair in HEK293T cells; HEK293T ELG1-luciferase reporter, luminescence, 16 h; DNA damage induced by 5-fluorouridine; Potency, µM (doses to about 46.1 µM), without a hit: top-dose activity change, negative = inhibition, most hits filed as inhibitors; 330,000 compounds, 2.3% hits; AID 504467; note: potency is the fitted concentration of half-maximal effect; % is set by controls: 0 for no effect and ±100 for the full control effect; nearly all actives have a fitted effect of over 55% in size
#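 Luminescence from the luciferase reporter, measured 30 min after ONE-Glo reagent at room temperature, was the read-out. Beforehand, 2,000 cells per well were exposed for 16 hr at 37 °C to 5-fluorouridine together with compound or vehicle.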
# NPC1 promoter act: activates the NPC1 promoter; Huh7 NPC1 promoter luciferase reporter, 24 h; 320,000 compounds, 2.4% hits; AID 485313; Potency, µM (titrated, usually from 9.22 µM), for inactives: top-dose activation, most hits filed as activators;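 note: potency is the fitted concentration of half-maximal effect; % of control where 0% means no effect; nearly all actives have a fitted effect of over 60% in size; reporter is driven by a mutant NPC1 promoter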
#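 Luminescence from an NPC1 promoter-driven luciferase reporter in stably transfected Huh7 cells was measured after 24 h compound treatment at 37 °C, followed by 10 min ambient incubation with luciferase detection reagent.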
# Mito fusion yeast: blocks mitochondrial division or promotes mitochondrial fusion; S. cerevisiae fusion-defective mutant growth rescue, CellTiterGlo 48 h; Potency, µM (doses to about 46.1 µM), without a hit: top-dose growth rescue (activation), usual class: activators; 320,000 compounds, 0.23% hits;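 note: potency is the fitted concentration of half-maximal effect; % of control where 0% means no effect; nearly all actives have a fitted effect of over 45% in size; temperature-sensitive fusion mutants such as fzo1-1 at 37 °C on non-fermentable ethanol glycerol medium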
#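 Read-out: ATP-based luminescence (CellTiterGlo, 10 min ambient) reporting growth of fusion-defective ts yeast after 48 hours at 37C on glycerol/ethanol YPEG medium in the presence of compound.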
# VP16 counter: Gal4-VP16 reporter inhibition counter-screen. AID 2546. Drosophila S2 Gal4-VP16 UAS-luciferase, luminescence, 20 h. 310,000 compounds, 3.5% hits. Potency, µM (top dose mostly 53.6 µM), without a hit: top-dose activity, negative = inhibition, most hits filed as inhibitors;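 note: Gal4-VP16 expression switched on by copper sulfate through the metallothionein promoter; potency is the fitted concentration of half-maximal effect; % is set by controls: 0 for no effect and ±100 for the full control effect; nearly all actives have a fitted effect of over 50% in size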
# KCNH2 3.1 block: KCNH2 3.1 (human) potassium channel inhibition; U2OS KCNH2 3.1, thallium flux FluxOr; active compounds read low; activity change, % (tested at about 1.8 µM); 340,000 compounds, 0.95% hits; AID 720553;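 active = maximum activity change below -70%; inconclusive = maximum activity change from -70% to -50%; inactive = maximum activity change above -50%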;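 note: thallium influx rate constant from kinetic fluorescence after stimulation buffer; % is set by controls: 0 for no effect and ±100 for the full control effect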
#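 Measured as rate of thallium-driven FluxOr signal in transduced U2OS cells carrying the 3.1 channel, read kinetically for 2 min upon stimulation; values are rate constants scaled to DMSO control wells.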
# PKM2 activator: increases activity of human pyruvate kinase M2. P14618. purified PKM2, Kinase-Glo ATP luminescence, activation; response scale: 0% is enzyme alone, no compound. Potency, µM (highest dose often 57.5 µM), for the others: at the highest dose activation, usual class: activators. 260,000 compounds, 0.34% hits. AID 1631; note: potency is the fitted concentration of half-maximal effect; % is set by controls: 0 for no effect and ±100 for the full control effect; nearly all actives have a fitted effect of over 55% in size
# Target sequence (P14618 whole entry, looked up): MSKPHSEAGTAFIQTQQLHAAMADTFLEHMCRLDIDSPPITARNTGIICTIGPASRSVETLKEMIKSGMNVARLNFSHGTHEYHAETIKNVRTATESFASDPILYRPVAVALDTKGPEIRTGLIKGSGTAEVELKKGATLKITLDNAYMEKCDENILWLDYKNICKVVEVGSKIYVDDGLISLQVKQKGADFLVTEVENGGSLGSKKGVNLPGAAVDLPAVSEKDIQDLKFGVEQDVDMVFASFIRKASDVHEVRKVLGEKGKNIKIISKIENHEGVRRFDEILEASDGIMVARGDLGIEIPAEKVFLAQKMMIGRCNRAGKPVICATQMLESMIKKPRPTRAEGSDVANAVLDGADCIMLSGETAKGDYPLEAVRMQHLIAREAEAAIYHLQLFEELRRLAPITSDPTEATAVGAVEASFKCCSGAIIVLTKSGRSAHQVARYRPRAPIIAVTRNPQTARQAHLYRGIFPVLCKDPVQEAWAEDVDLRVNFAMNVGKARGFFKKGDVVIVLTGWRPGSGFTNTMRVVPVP
#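 Kinase-Glo luminescence reports ATP generated from ADP (0.1 mM) and PEP (0.5 mM) by purified hPK-M2 after 1 h at room temperature, pH 7.2 imidazole buffer; intermediate enzyme activity allows detecting inhibitors and activators.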
# Rab9 prom act: activates the Rab9 promoter | Huh7 Rab9 promoter-luciferase reporter, luminescence, 24 h | Potency, µM (series often up to 9.22 µM), without a hit: at the top dose activation, negative = inhibition, hits mostly activators | 320,000 compounds, 2.8% hits; note: potency is the fitted concentration of half-maximal effect; % of control where 0% means no effect; nearly all actives have a fitted effect of over 60% in size
#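 Quantitative HTS format; Huh7 Rab9-luciferase reporter cells (1500/well) receive compound 2 h post-plating, incubate 24 h at 37 °C, then get luciferase reagent for 10 min before luminescence reading.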
# FLuc modulator: inhibits or activates purified firefly luciferase, miR-21 counter-screen. 360,000 compounds, 6.9% hits. Potency, µM (highest dose often 57.5 µM), for inactives: at the highest dose activity change, negative = inhibition, usual class: inhibitors. P08659. purified FLuc, Km substrates, luminescence inhibition;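 note: potency is the fitted concentration of half-maximal effect; plate controls were vehicle for no effect and reference inhibitor for full effect; nearly all actives have a fitted effect of over 55% in size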
#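 Purified P. pyralis luciferase, 10 nM final, with Km-level 10 uM D-luciferin and 10 uM ATP in 50 mM Tris acetate pH 7.5, 10 mM Mg acetate, 0.01% Tween-20, 0.05% BSA; 6-point qHTS titration about 60 µM downward; luminescence read.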
# An asterisk follows results filed as active; ? = inconclusive; · = no result given; [ ] = remark or other dose. Unless noted, calls come from the whole dose curve; as a rule, active = well fitted curve in the direction sought with a large enough effect; inconclusive = small, poorly fitted or top-dose-only effect, or another doubt; inactive = no such curve, though single readings can be large; an effect the other way counts as inactive or inconclusive.
# The first 4 records, to show the layout:
# Each structure is followed by: RORgamma inh	MBNL1 CUG block	Menin MLL FP TR	ELG1 DNA repair	NPC1 promoter act	Mito fusion yeast	VP16 counter	KCNH2 3.1 block	PKM2 activator	Rab9 prom act	FLuc modulator
> COc1ccc(NC(=O)NCc2ccc3c(c2)OCO3)c(OC)c1
 : -19%	-3%	-4%	2%	5%	1%	-4%	6	1%	6%	6%
> Cc1cc(NC(=O)c2ccc(F)cc2)n(C)n1
 : -10%	-13%	-4%	?	0%	6%	-15%	-28	·	0%	-27%
> COC(=O)c1sccc1NC(=S)Nc1ccc(OC)cc1
 : 6.3µM*	-4%	1%	16%	-3%	-5%	14µM*	-7	-3%	3%	1%
> CC(=O)Nc1ccc(NC(=O)C2CCCN(C(=O)c3ccc(Cl)cc3)C2)cc1 (stereo unspecified)
 : 2%	-1%	-13%	2%	-7%	2%	10%	10	-1%	-2%	0%

# The listing (from the top)
# Each structure is followed by: RORgamma inh	MBNL1 CUG block	Menin MLL FP TR	ELG1 DNA repair	NPC1 promoter act	Mito fusion yeast	VP16 counter	KCNH2 3.1 block	PKM2 activator	Rab9 prom act	FLuc modulator
> COc1ccc(NC(=O)NCc2ccc3c(c2)OCO3)c(OC)c1
 : -19%	-3%	-4%	2%	5%	1%	-4%	6	1%	6%	6%
> Cc1cc(NC(=O)c2ccc(F)cc2)n(C)n1
 : -10%	-13%	-4%	?	0%	6%	-15%	-28	·	0%	-27%
> COC(=O)c1sccc1NC(=S)Nc1ccc(OC)cc1
 : 6.3µM*	-4%	1%	16%	-3%	-5%	14µM*	-7	-3%	3%	1%
> CC(=O)Nc1ccc(NC(=O)C2CCCN(C(=O)c3ccc(Cl)cc3)C2)cc1 (stereo unspecified)
 : 2%	-1%	-13%	2%	-7%	2%	10%	10	-1%	-2%	0%
> Cc1cc(C)cc(NC(=O)N2CCC(NC(=O)c3ccc(F)cc3)CC2)c1
 : -16%	1%	0%	-15%	0%	0%	-13%	1	-11%	-1%	2%
> C=CCOC(=O)C1=C[C@H](c2ccc(Br)cc2)[C@@H](CCCO)[C@H](OCC)O1
 : ?	-4%	?	?	-4%	7%	-5%	-7	-3%	7%	2%
> C/C(=N\N=C1\NC(=O)C(CC(=O)Nc2ccc(C)c(Cl)c2)S1)C(C)(C)C (stereo unspecified)
 : 21%	-7%	?	-5%	-4%	5%	-23%	-30	-9%	-2%	?
> CC(C)NC(=S)N/N=C/c1cccnc1
 : ?	15%	·	5%	2%	-7%	-25%	0	0%	-3%	-3%
> Cc1cc(C(=O)CSc2ccc3c(c2)OCCO3)c(C)n1C1CC1
 : 0%	·	-9%	?	?	10%	2%	13	12%	2.8µM*	11µM*
> CCOc1ccccc1NC(=O)CN1CCC(NC(=O)c2ccccc2)CC1
 : -1%	3%	0%	-25%	-6%	-1%	-6%	4	2%	2%	3%
> O=C1c2ccccc2S(=O)(=O)N1CCOc1ccccc1
 : 38%[10 µM]	15%	-6%	?	-2%	3%	3%	9	-1%	6%	?
> CC1CCN(S(=O)(=O)c2cccc(C(=O)NCc3cccs3)c2)CC1
 : 18%	-1%	4%	-9%	-4%	12%	1%	-2	-2%	-1%	-1%
> CCOc1ccc(/C=N/NC(=O)c2ccccc2Cl)cc1CN1CC2CC(C1)c1cccc(=O)n1C2 (stereo unspecified)
 : ·	·	·	?	2%	-12%	·	-15	·	-8%	-1%
> O=C(O)c1ccccc1SCc1cn2cc(Br)ccc2n1
 : -7%	16%	-7%	?	?	4%	-12%[10 µM]	·	1%	?	9.5µM*
> Cc1ccc(CNC(=O)c2ccc(NS(=O)(=O)c3cccs3)cc2)cc1
 : 9%	0%	49%[activator]	6%	0%	-8%	3%	3	?	-1%	-1%
> Cc1ccc(Cn2nnc3c(=O)[nH]c(C4CCCN(C(=O)Nc5ccc(F)cc5F)C4)nc32)cc1 (stereo unspecified)
 : 8%	-4%	-8%	?	0%	0%	-10%	-10	-8%	-6%	-1%
> CCc1ccc(S(=O)(=O)NCCOc2cccc3cccnc23)cc1
 : 10%	11%	-9%	-23%	1%	0%	4%	10	7%	0%	0%
> Cn1c(SCC(=O)Nc2nc3c(s2)CCCC3)nnc1-c1ccccc1
 : 22%	-10%	-7%	-23%	0%	6%	9%	3	0%	-9%	-20%
> CCOC(=O)c1c(NC(=O)CSc2n[nH]c(N)n2)sc(CC)c1C
 : 45%	0%	2%	-3%	-8%	-3%	0%	4	3%	7%	5%
> O=C1CSC(c2ccccn2)N1c1ccc(Cl)c(Cl)c1 (stereo unspecified)
 : ?	16%	-21%	11%	-4%	-2%	?	-19	2%	·	3%
> Brc1ccc(OCc2ccccc2)c(CNCc2ccncc2)c1
 : ?	-2%	16%	?	-1%	6%	?	-1	-8%	0%	-2%
> S=c1[nH]c2cnccc2n1Cc1ccccc1
 : ?	13%	13%	13%	0%	-11%	14%	0	·	0%	5%
> CC1OC(Nc2ccc(OC(F)(F)F)cc2)C(O)C(O)C1O (stereo unspecified)
 : 3%	-9%	11%	9%	-1%	0%	-4%	-3	0%	1%	1%
> CCCN(CC1CC1)C(=S)Nc1ccccc1F
 : 22%	-10%	-1%	9%	-1%	-2%	-4%	8	3%	-4%	5%
> CC(=O)Nc1ccc(NC(=O)CCCNC(=O)c2ccc(Cl)cc2)cc1
 : 9%	-3%	-5%	?	-1%	2%	-19%	8	·	2%	-1%
> Cc1cccc(N=Nc2c(C)[nH]n(C(N)=S)c2=O)c1C
 : 0.4µM*	10%	-3%	?	?	-6%	1.6µM*	·	1%	4µM*	12µM*
> CN1CCN(S(=O)(=O)c2ccc(Sc3nnc(-c4cccs4)n3-c3ccccc3)nc2)CC1
 : -41%	-4%	-24%	?	-4%	2%	2%	4	6%	-5%	4%
> CCOc1ccc(C(C)=O)cc1CSc1nc(C)cc(C)n1
 : -1%	7%	?	?	0%	3%	0%	-26	-25%	0%	1%
> Cc1ccc(C(=O)NCC2CCCO2)cc1N1CCCC1=O (stereo unspecified)
 : 6%	6%	7%	37%	-8%	-5%	-20%	-5	-4%	-2%	-1%
> Cc1ccc(C(=O)Nc2cccc(-c3ccc(N4CCOCC4)nn3)c2)cc1
 : ·	·	·	?	2.5µM*	3%	·	1	·	3.5µM*	1.3µM*
> COc1cccc(/C=N/NC(=O)c2cnn(-c3ccccc3)c2N)c1
 : 29%	3%	·	?	?	0%	-5%	-19	-16%	?	12µM*
> CCCn1c(N2CCN(CC(=O)Nc3ccc4c(c3)OCCO4)CC2)nc2ccccc21
 : -4%	-3%	-19%	?	-5%	-1%	-1%	-24	-7%	-6%	1%
> CC(C)C(=O)NC(=S)Nc1ccc(S(=O)(=O)N(C)C)cc1
 : ?	-3%	-3%	1%	-3%	-2%	?	-1	1%	2%	11%
> O=C(O)c1ccc(-n2c(=O)c3ccccc3c3ccccc3c2=O)cc1
 : 25%	-19%	7%	?	0%	4%	-13%	-9	-3%	-9%	-6%
> CCN(CC(=O)Nc1ccc(OC)cc1)C(=O)c1ccccc1Sc1ccccc1C#N
 : ·	·	·	-21%	-1%	-2%	·	-2	·	0%	1%
> COc1ccc(C(=O)NNC(=O)CCC(=O)NNC(=O)c2ccc(OC)cc2)cc1
 : -42%	-3%	-29%	2%	-1%	2%	-13%	6	·	8%	2%
> C/C(CC(=O)Nc1ccc(OCc2ccccc2)cc1)=N\NC(=O)C(=O)Nc1ccc(C)c(Cl)c1
 : -41%	0%	?	?	5%	4%	?	-5	9%	0%	4%
> Cc1cc(NC(=O)CCC(=O)N(CC(=O)NCC2CCCO2)c2ccc(F)c(Cl)c2)no1 (stereo unspecified)
 : -20%	3%	-2%	4%	0%	-12%	-6%	-17	-1%	1%	0%

# Some of the compounds tested (hit frequency here may not be typical).
